Autophagy mod = autophagy modulation, high-content screen; MEF GFP-LC3 puncta imaging; test concentration mostly 10 µM; calls only at 10 µM (by protocol); 190,000 tested, 0.98% active;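 active means percentage of spot-positive cells more than 3 SD above its plate mean, without a fluorescence outlier flag or 80% toxicity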;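 further: spot-positive cell cutoff set from DMSO-treated cells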
b-catenin transl = beta-catenin nuclear translocation modulation; HeLa beta-catenin nuclear translocation, immunofluorescence imaging; nuclear translocation activity, % at 5 µM; 190,000 tested, 0.3% active; AID 1665;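 active means nuclear translocation activity above 50% at 5 µM, with a well cell count of 50 or more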;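 further: per-cell ratio of nuclear to cytoplasmic median beta-catenin stain intensity; plate controls were DMSO negative control for no effect and GSK-3 inhibitor IX positive control for full effect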
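assay system = human HeLa cells, endogenous beta-catenin | times = compound treatment 24 h, 37°C, 5% CO2 | detection = Anti-beta-catenin immunofluorescence on PFA-fixed, Triton-permeabilized cells, DAPI nuclei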
Dynein cargo inh = blocks dynein driven cargo transport along microtubules. 3617.4 mouse cells, GR-EGFP nuclear translocation imaging; test concentration mostly 20 µM; stimulated with dexamethasone, 1 µM; hits give low values. z-score, hits read low. 220,000 tested, 0.47% active;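 active means plate z-score of nuclear minus cytoplasmic receptor signal below a set negative limit, without overly bright fluorescence or cell loss, cut at about -3.5 in these data, passing the limit was not always enough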;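 further: z-score of nuclear minus cytoplasmic ring GR-EGFP intensity difference per well; some compounds called inactive have numbers as strong as hits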
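Medium: Induction medium lacking tetracycline, stripped serum | Probe or stimulus: 1.0 µM final dexamethasone stimulus | Schedule: 48 h induction, then 1 h compound, then 30 min agonist, 37 °C | Signal: Automated 10x imaging of fixed Hoechst-stained cells | Evaluation: Per-cell GR-EGFP intensity, nucleus versus surrounding cytoplasmic ring, well-averaged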
MT stabilizer = microtubule stabilization, imaging screen. HeLa tubulin immunostaining HCS, 24 h; share of cells brighter than vehicle mean+2SD. % tubulin-high responders, % at 10 µM. 200,000 tested, 0.83% active;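 active means plate Z-score above 3 for both tubulin-high and condensed-nucleus cell shares, with cell loss under 80%, at 10 µM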;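 further: anti alpha tubulin signal scored within the nucleus-defined area of each cell; some results filed as inactive read as strong as hits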
AID2073 = inhibitors of Mint1-CaV2.2 protein interaction, biochemical, HTRF (AID 2073) | HTRF protein-protein interaction, Mint1-CaV2.2; higher % means a stronger effect | inhibition, % at 20 µM, or IC50 in µM where a hit was titrated | 290,000 tested, 0.19% active; in the data active means inhibition mostly above about 51%, no sharp cut-off; further: some results filed as inactive read as strong as hits
Yfh1-off respiration = enhancers of respiration in Yfh1-depleted yeast, dose response, Friedreich's ataxia, plus single-dose screen (AID 1465); S. cerevisiae Yfh1-off respiration, WST-1 reduction, 72 h; higher fold induction means a stronger effect; fold induction at 50 µM, or EC50 in µM where a hit was titrated; 220,000 tested, 0.074% active;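 active means fold induction of absorbance versus untreated yeast above a set limit, then at least 30% activation at any dose in follow-up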;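 further: activators that raise dye reduction in frataxin-depleted yeast; strong numbers were not always called active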
WT yeast gro inh = growth inhibition of WT yeast, mitochondrial fusion screen | mitochondrial fusion phenotypic screen, WT strain | inhibition, % at 10 µM | 190,000 tested, 2.1% active; in the data active means inhibition above about 58%; tested in S. cerevisiae
Ins promoter up = MIN6 insulin promoter up-regulation. z-score at 5 µM. MIN6 insulin promoter-GFP reporter, high-content imaging; hits give high values. 190,000 tested, 0.3% active. AID 1625;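 active means z-score above 3 at 5 µM with at least 500 cells counted in the well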
HIV fusion peptide = cell-free HIV fusion peptide-binding blockers – biochemical, uHTS, fluorescence dequenching, primary screen (AID 1986). 290,000 tested, 0.3% active. cell-free peptide binding, fluorescence dequenching, 30 min; higher % means a stronger effect. one-dose inhibition, % at 20 µM; IC50 in µM for titrated hits; in the data active means inhibition mostly above about 52%, no sharp cut-off; inactive means mostly below about 76%; further: some results filed as inactive read as strong as hits
WT yeast gro inh mutant strain = also measured in WT yeast gro inh; calls as there; inhibition, %; mitochondrial fusion phenotypic screen, mutant strain inhibition
Dynein cargo inh cytoplasmic EGFP = further read-out of Dynein cargo inh, marked with its call; z-score; measured here: cytoplasmic GR-EGFP intensity; hits give high values
Dynein cargo inh nuclear GR-EGFP = also measured in Dynein cargo inh; calls as there; z-score; measured here: nuclear GR-EGFP intensity;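 lower value marks the stronger effect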
Dynein cargo inh cell count = recorded beside Dynein cargo inh, whose call it bears; z-score; measured here: cell count per field
Ins promoter up cell count = recorded beside Ins promoter up, whose call it bears; cell count; measured here: cytotoxicity, nuclei count;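 total cells summed across four imaged fields per well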
b-catenin transl cell count 5 µM = also measured in b-catenin transl; calls as there; cell count; measured here: cell count, cytotoxicity flag
MT stabilizer Hoechst-high % = second read-out of MT stabilizer, no call of its own (marks repeat the call); % Hoechst-high responders; measured here: nuclear condensation Hoechst responders;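 share of cells brighter than vehicle mean plus two SD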
MT stabilizer cytotoxicity % = recorded beside MT stabilizer, whose call it bears; toxicity, %; measured here: cytotoxicity by cell density;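 0% = mean cell density of plate MIN control wells and 100% = no cells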
Autophagy mod cell loss 18 h = second read-out of Autophagy mod, no call of its own (marks repeat the call); toxicity, %; measured here: cell loss, nuclei count;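 cell loss after 18 h compound exposure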
* hit, by the source's call; i = inactive; . = not tested or not shown.

Structure,Autophagy mod,Autophagy mod cell loss 18 h,b-catenin transl,b-catenin transl cell count 5 µM,Dynein cargo inh,Dynein cargo inh cytoplasmic EGFP,Dynein cargo inh nuclear GR-EGFP,Dynein cargo inh cell count,MT stabilizer,MT stabilizer Hoechst-high %,MT stabilizer cytotoxicity %,AID2073,Yfh1-off respiration,WT yeast gro inh,WT yeast gro inh mutant strain,Ins promoter up,Ins promoter up cell count,HIV fusion peptide
O=C(COC(=O)C1CC1)NCc1ccccc1Cl,i,22.4,-2.7,1202,1.97,0.151,1.73,-2.01,1.2,1.6,7.5,-2.5%,i,-2.0,8.5,-1.23,993,-2.0%
O=c1cc(O)c2c(=O)n(C3CCCCC3)c3ccccc3c2o1,i,-2.7,-2.4,881,0.0476,-0.249,-0.101,0.3,4.7,2.2,11.6,22.6%,i,6.5,24.4,0.12,1199,2.4%
COC(=O)c1sc(S(=O)(=O)N2CCC(C(N)=O)CC2)c(C(=O)OC)c1C,i,-9.2,-0.5,1099,-1.1,-0.268,-0.666,2.05,3.9,2.3,10.2,0.5%,i,29.8,25.2,0.49,797,-1.6%
COCCN(CC(=O)NC1CCCCC1)C(=O)CCCC(=O)Nc1ccccn1,i,-20.9,-0.4,1533,2.46,0.0119,2.01,-2.24,1.9,2.8,12.5,-1.9%,i,-6.6,-9.4,-1.7,1079,-0.2%
NS(=O)(=O)c1ccc(NCc2cc(Cl)ccc2OCc2ccccc2F)cc1,i,34.9,0.1,1356,0.0459,-0.0429,0.521,-0.199,2.4,1.4,6.1,-3.4%,i,-2.4,-4.2,-1.31,1188,-3.3%
O=C(N=C1c2ccccc2CN1c1ccc(F)c(Cl)c1)c1cccnc1Cl,i,-11.1,0.2,933,0.776,-0.28,0.113,-0.33,2.9,6.1,14.1,9.5%,i,-7.6,-7.6,.,.,-0.3%
CC(C)OC(=O)CN1CCN(c2ccc(Cl)cc2)CC1,i,-10.6,1.8,1062,-0.652,-0.196,-0.606,0.779,1.5,2.3,3.2,-8.6%,i,-7.2,-6.4,-0.5,1210,0.4%
CC(SC1CCCC1)C(=O)NC(C)(C#N)C(C)C (stereo not drawn),i,5.3,-2.9,859,-0.344,-0.21,-0.279,0.423,1.3,1.1,5.5,-8.1%,i,-8.2,9.9,-0.01,1147,-0.3%
OCCCCNCc1ccc(OCc2ccccc2)cc1,i,-8.3,8.9,973,1.27,0.128,0.965,-1.61,3.1,2.9,10.6,1.7%,i,3.5,13.9,-0.23,1416,0.1%
Cc1ccc(Cl)cc1OCC(=O)NCCOC(=O)Nc1sc(=S)n(C)c1C,i,8.5,0.8,1221,-0.118,-0.0808,0.0656,-0.19,1.2,2.1,13.6,-25.0%,i,6.3,12.6,0.07,1402,1.6%
CCCCC(=O)Nc1nnnn1CCC,i,-8.0,-3.3,554,-0.371,-0.333,-0.115,-0.111,4.1,2.9,7.5,1.0%,i,-8.2,-8.1,-0.2,1281,0.8%
CCOC(=O)N1CCN(c2c(NCCCN3CCCC(C)C3)c(=O)c2=O)CC1 (stereo not drawn),i,15.4,.,.,1.73,0.0105,1.18,-1.21,3.7,3.1,7.7,-2.4%,i,-4.6,-0.3,0.56,978,1.8%
Cc1ccc(C(=O)NCc2ccccc2)c(F)c1F,i,19.7,0.4,1581,1.68,-0.299,1.22,0.0599,3.1,3.0,6.2,3.7%,i,18.4,17.9,-0.22,1532,-0.8%
COCCCNC(=O)c1c(N)n(/N=C/c2ccccn2)c2nc3ccccc3nc12,i,6.4,-0.9,1359,0.382,-0.259,0.615,-1.14,5.2,2.0,4.0,7.5%,.,-0.8,-5.2,-1.5,1477,-2.3%
C/C(Cc1ccccc1)=N\NC(=O)CNC(=O)c1ccccc1O,.,.,-1.7,1288,0.513,-0.284,0.794,-0.401,.,.,.,8.7%,i,.,.,0.16,1134,-2.6%
CCN(CC(=O)NC(C)C)C(=O)[C@@H](NC(=O)c1ccco1)C(C)C,i,-6.8,-2.0,1034,-1.38,-0.181,-0.929,0.0922,2.2,2.1,6.6,8.7%,i,3.3,9.1,-0.59,1383,2.1%
Cc1ccc(-c2cc(-c3nnc(SCC(=O)N(C)CCC#N)n3N)c3ccccc3n2)cc1,i,-8.4,-6.7,993,-0.387,-0.193,-0.034,0.953,2.1,1.9,4.0,-1.7%,i,14.9,-3.6,-0.12,1183,-3.1%
O=C(COC(=O)c1ccc(CO)cc1)NCc1cccs1,i,-23.4,-0.3,952,0.464,-0.245,-0.0762,-0.464,4.4,3.6,8.3,1.7%,i,-12.3,-11.6,0.54,1406,22.7%
Cc1ccc(-n2nnnc2/C=C\Nc2cc(C)on2)cc1,i,-16.0,0.8,953,-1.09,-0.323,-0.904,1.52,2.0,2.9,6.7,-0.9%,i,-0.6,-7.2,.,.,2.0%
COC(=O)c1c(NC(=O)CSc2nnnn2C)sc(C)c1C,i,8.5,-3.3,1134,-0.432,-0.216,-0.0168,0.118,2.0,1.6,8.2,-12.9%,i,1.2,0.7,-0.27,1227,-2.9%
Cc1noc(NS(=O)(=O)c2ccc(NC(=O)c3ccoc3C)cc2)c1C,i,17.7,.,.,-1.04,-0.219,-0.559,0.613,4.4,2.5,8.3,0.6%,i,0.0,-1.6,-0.15,1342,14.3%
CCc1c(C(=O)NC2CCCCC2)[nH]c(C)c1C(C)=O,i,5.0,-1.7,1389,-0.737,-0.114,-0.289,0.00893,4.6,1.5,10.3,-2.7%,i,7.5,-21.5,3.85*,1357*,-1.3%
CS(=O)(=O)c1nc2c(cc1C#N)CCCC2,i,6.8,0.6,1466,-1.02,-0.354,0.00192,0.881,2.1,2.9,7.6,-6.0%,i,-4.6,-5.2,-0.39,1549,0.3%
CCOC(=O)c1c(C)[nH]c(C=Nc2ccc(OC)cc2)c1O,i,-7.9,-2.2,1189,-0.0987,-0.225,-0.442,-0.614,3.2,1.7,6.8,4.7%,i,-2.9,8.8,.,.,6.5%
CC(C)c1ccc(S(=O)(=O)N2CCN(CCC(=O)Nc3ccc(N(C)C)cc3)CC2)cc1,i,3.5,.,.,0.684,-0.272,0.748,0.35,2.5,1.9,7.1,-14.3%,i,12.6,-8.0,-0.27,1191,-0.8%

Continuation:
Structure,Autophagy mod,Autophagy mod cell loss 18 h,b-catenin transl,b-catenin transl cell count 5 µM,Dynein cargo inh,Dynein cargo inh cytoplasmic EGFP,Dynein cargo inh nuclear GR-EGFP,Dynein cargo inh cell count,MT stabilizer,MT stabilizer Hoechst-high %,MT stabilizer cytotoxicity %,AID2073,Yfh1-off respiration,WT yeast gro inh,WT yeast gro inh mutant strain,Ins promoter up,Ins promoter up cell count,HIV fusion peptide
Cc1ccc(C)c(/C(O)=C2/C(=O)C(=O)N(CCN3CCOCC3)C2c2ccc(C)o2)c1 (stereo not drawn),i,4.4,-2.2,1033,0.338,-0.207,0.426,-0.477,2.5,1.4,4.4,-6.6%,i,-6.5,-9.2,-0.3,1516,-0.2%
CCCC(=O)NCCc1nc2ccccc2n1CC(=O)c1ccccc1,i,3.3,-2.2,1009,0.399,-0.306,0.222,-0.0618,4.2,2.5,2.0,4.7%,i,1.0,-6.0,-0.02,1430,1.5%
O=c1c(-c2ccnn2-c2ccc(F)cc2)cnc2n1CCS2,i,-9.2,-0.1,1091,-0.693,-0.0648,-0.198,0.882,1.5,1.4,2.9,-1.7%,i,-8.7,-13.1,.,.,0.0%
O=C1CC(c2cccc([N+](=O)[O-])c2)c2c(ccc3ccccc23)N1 (stereo not drawn),i,19.7,-0.6,1408,-0.037,-0.206,-0.319,0.639,50.0*,35.2*,35.2*,3.2%,i,-17.8,2.9,-0.78,1496,0.0%
Cc1cc(C)n(C(=O)c2ccc(C)o2)n1,i,-6.9,0.1,1093,1.3,0.381,1.48,-1.9,1.7,0.7,0.1,-2.2%,i,-7.1,-18.0,0.07,907,-1.9%
COc1ccc(NC(=S)Nc2ccc(C)c(Cl)c2)cc1OC,i,15.5,1.2,1046,0.329,-0.322,0.0896,0.235,2.7,2.2,5.3,15.7%,i,24.9,11.9,0.54,1410,-1.3%
Cc1ccc(-c2nnc(SCC(=O)NC3CC3)n2N)cc1,.,.,-0.2,1295,-0.427,-0.844,-0.549,0.466,.,.,.,0.9%,i,.,.,0.01,1166,2.0%
O=C(NCCc1ccccc1)C(c1cccs1)N(C(=O)CCl)c1ccc(Cl)cc1 (stereo not drawn),i,25.6,-0.4,1072,-3.49,2.19,-1.64,-2.41,6.9,2.4,9.8,5.4%,i,56.9,5.6,-1.22,578,-0.3%
N[C@@H](CO)c1nnc([C@H](CCC(=O)O)NC(=O)C2CCNCC2)o1,i,2.0,0.6,1137,-0.54,-0.314,-0.066,0.22,2.2,1.6,5.2,3.5%,i,-3.4,3.7,1.36,1355,1.3%
COc1cc(NC(=O)Cn2c(-c3cncs3)nc3ccccc32)cc(OC)c1OC,i,-5.7,-1.5,1539,-0.933,-0.099,-0.535,0.817,3.0,2.4,6.2,-1.0%,i,-12.5,-8.8,0.4,1262,0.1%
Cc1cc(NS(=O)(=O)N(C)C)ccc1C(C)C,i,0.3,-0.5,1201,1.19,0.243,1.13,-1.33,1.3,1.0,7.5,2.1%,.,-12.9,-13.2,0.32,783,-0.5%
CCO/C=C1\C(=O)N(c2ccc(OCC)cc2)C(=O)c2ccccc21,i,7.5,1.8,1039,0.254,-0.289,0.829,-0.375,4.2,3.6,3.6,2.2%,i,8.7,5.8,0.28,1270,-1.7%
CCOc1cc(/C=N/NC(=O)c2cc(C3CC3)[nH]n2)ccc1O,i,-3.3,0.0,1033,0.726,-0.133,0.553,-1.29,4.4,2.4,7.8,-0.6%,i,1.9,-11.6,-0.09,1151,-2.7%
